Nrf2 block – Nrf2 pathway inhibition; A549 ARE-Fluc reporter, luciferase luminescence, 18-24 h; Potency, µM (highest dose often 46 µM), without a hit: at the top dose activity change, negative = inhibition, hits mostly inhibitors; 2.1% of 360,000 active; AID 504444; note: % is set by controls: 0 for no effect and ±100 for the full control effect; nearly all actives have a fitted effect of over 60% in size
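Reporter: ARE-Fluc in A549. Exposure: 18-24 h, 37 °C, 5% CO2, 5% FBS OPTI-MEM. Readouts: fluorescent cytotoxicity (CellTiter-Fluor), then luminescent Nrf2 signal after BugLite.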
A549 viability – counter-screen for Nrf2 inhibitors: cytotoxicity in A549 cells; A549 ARE-Fluc cells, CellTiter-Fluor viability, 18-24 h; Potency, µM (doses to about 46 µM), inactives show at the highest dose activity change, negative = cytotoxicity, actives largely listed as inhibitors; 0.16% of 390,000 active; AID 504648; note: % is set by controls: 0 for no effect and ±100 for the full control effect
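A549 ARE_Fluc cells in 5% FBS OPTI-MEM were exposed to compounds in concentration-response for 18-24 h at 37 deg C. Viability was read by CellTiter-Fluor fluorescence (Ex 405/Em 525) after 30 min, before the luciferase read.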
Nrf2 ARE act – activators of Nrf2 (ARE) signaling | 0.31% of 410,000 active | AREc32 ARE-luciferase reporter (MCF7-derived line), luminescence, 24 h | Potency, µM (top dose mostly 46.1 µM), without a hit: top-dose activation, usual class: activators; note: % of control where 0% means no effect; nearly all actives have a fitted effect of over 65% in size
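AREc32 cells carrying an ARE-driven firefly luciferase reporter were seeded at 1000 cells/well in OPTI-MEM with 5% FBS, then exposed to compound for 24 hr at 37 deg C. Luminescence was read with Steady-Glo after 30 min at RT.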
ATXN2 expr inh – inhibitors of ATXN2 expression; HEK-293 ATXN2-luciferase reporter, luminescence, 24 h; Potency, µM (top dose mostly 57 µM), for inactives: top-dose activity change, negative = inhibition, actives largely listed as inhibitors; 0.72% of 360,000 active; AID 1745845; note: % is set by controls: 0 for no effect and ±100 for the full control effect; nearly all actives have a fitted effect of over 55% in size
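qHTS (up to 57 uM final) was run with 24 h compound exposure of reporter cells at 37 °C. Each well was multiplexed: SteadyGlo luminescence measured ATXN2-luciferase expression after a fluorogenic Gly-Phe-AFC viability readout (25 uM final).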
ATXN viability – viability counter-screen for ATXN expression inhibitors; AID 651635; S2 cells (HEK-293 line with an ATXN2-luciferase reporter) viability, CellTiter-Fluor protease fluorescence, 24 h; 0.49% of 400,000 active; Potency, µM (top dose mostly 56.7 µM), usual class: cytotoxic; note: nearly all actives have a fitted effect of over 40% in size
MCF10A rereplic – DNA re-replication induction in MCF 10a cells; 2.9% of 350,000 active; MCF 10A DNA re-replication, Hoechst nuclear intensity, 48 h; AID 624296; Potency, µM (highest dose often 46.1 µM), without a hit: at the highest dose activity, positive = re-replication, actives largely listed as activators; note: % of control where 0% means no effect; nearly all actives have a fitted effect of over 50% in size
TGFb SMAD3 inh – inhibitors of TGF-b signaling | HepG2 CAGA-GFP TGF-b/SMAD3 reporter, GFP fluorescence, 18 h; TGF-beta stimulated, 500 pg/mL final | Potency, µM (doses to about 46.1 µM), inactives show at the top dose activity, negative = inhibition, most hits filed as inhibitors | 1.2% of 410,000 active | AID 588855; note: % is set by controls: 0 for no effect and ±100 for the full control effect; nearly all actives have a fitted effect of over 65% in size
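HEPG2 CAGA-GFP, 1000 cells/well; 2 h settle, 37 C; cpd via pin tool; TGF-b 500 pg/mL final; 18 h, 37 C; GFP imaging ex488/em500-530; %Activity normalised to -TGF-b and +DMSO controls; CRC fit, curve class.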
EPAC2 antagonist – antagonists of human EPAC2. 0.18% of 360,000 active. Potency, µM (highest dose often 114 µM), without a hit: top-dose activity, negative = inhibition, most hits filed as inhibitors. EPAC2 GEF exchange of Rap1B-BODIPY-GDP, fluorescence. AID 720708; note: % is set by controls: 0 for no effect and ±100 for the full control effect; nearly all actives have a fitted effect of over 45% in size; many of its hits are not listed in these tables
Target sequence (Q8WZA2 whole entry, looked up): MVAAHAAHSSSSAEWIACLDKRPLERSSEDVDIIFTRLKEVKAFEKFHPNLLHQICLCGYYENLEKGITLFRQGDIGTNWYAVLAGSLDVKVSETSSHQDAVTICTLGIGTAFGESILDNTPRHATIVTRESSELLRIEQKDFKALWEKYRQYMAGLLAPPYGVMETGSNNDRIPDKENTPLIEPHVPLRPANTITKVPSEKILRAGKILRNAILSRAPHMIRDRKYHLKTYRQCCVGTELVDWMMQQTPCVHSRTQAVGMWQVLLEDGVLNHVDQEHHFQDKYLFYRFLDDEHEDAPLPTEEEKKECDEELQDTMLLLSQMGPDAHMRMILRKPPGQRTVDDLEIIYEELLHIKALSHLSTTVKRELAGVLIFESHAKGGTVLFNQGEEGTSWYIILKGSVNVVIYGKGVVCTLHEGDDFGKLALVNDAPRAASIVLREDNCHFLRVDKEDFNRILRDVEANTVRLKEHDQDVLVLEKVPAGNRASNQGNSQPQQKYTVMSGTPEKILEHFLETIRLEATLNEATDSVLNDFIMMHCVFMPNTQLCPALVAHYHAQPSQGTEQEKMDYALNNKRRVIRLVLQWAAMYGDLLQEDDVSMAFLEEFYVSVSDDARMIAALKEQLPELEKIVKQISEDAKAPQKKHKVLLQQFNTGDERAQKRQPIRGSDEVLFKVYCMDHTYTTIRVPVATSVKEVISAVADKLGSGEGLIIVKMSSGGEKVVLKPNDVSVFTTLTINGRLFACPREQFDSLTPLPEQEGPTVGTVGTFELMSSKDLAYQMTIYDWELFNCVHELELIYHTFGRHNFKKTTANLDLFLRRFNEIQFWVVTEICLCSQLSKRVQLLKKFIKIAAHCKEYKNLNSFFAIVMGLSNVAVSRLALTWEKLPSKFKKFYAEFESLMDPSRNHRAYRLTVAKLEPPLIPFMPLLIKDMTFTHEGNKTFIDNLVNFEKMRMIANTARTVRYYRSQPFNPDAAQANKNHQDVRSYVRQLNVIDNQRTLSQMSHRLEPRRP
HepG2 tox – HepG2 cytotoxicity, counter-screen for TGF-b inhibitors; HepG2 CAGA-GFP viability, ATP luminescence, 18 h; Potency, µM (titrated, usually from 46.1 µM), inactives show at the highest dose activity change, negative = cytotoxicity, actives largely listed as cytotoxic; 0.76% of 410,000 active; note: some results filed as inactive show a strong effect at the top dose
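HepG2 CAGA-GFP cells (1000/well, DMEM with 1% FBS) received compound, then TGF-beta at 500 pg/mL final, and were incubated 18 hours at 37 degrees C. Viability was read by CellTiter-Glo luminescence. Media-only wells were set as complete cell-killing and DMSO as no toxicity.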
* marks the source's active call; other numbers are inactive results; i = inactive; ? = inconclusive; nt = no result given; [ ] = another dose, or the depositor's remark. Calls come from the whole dose curve; as a rule, active = well fitted curve in the direction sought with a large enough effect; inconclusive = small, poorly fitted or top-dose-only effect, or another doubt; inactive = no such curve, though single readings can be large; an effect the other way counts as inactive or inconclusive. Potency is the fitted concentration of half-maximal effect. Not all compounds are listed. The share of hits here may be higher or lower than overall.

1	O=C(O)CSCc1nc2ccccc2[nH]1
2	COc1ccc(-n2cnc3ccccc3c2=O)c([N+](=O)[O-])c1
3	CC1(c2ccccc2)NC(=O)N(CC(=O)Nc2nc(-c3ccccn3)cs2)C1=O (configuration not stated)
4	Cc1ccccc1-c1noc(CCC(=O)NCC2CCCO2)n1 (configuration not stated)
5	CC(C)c1ccc2[nH]c(O)c(N=NC(=O)c3ccc(CSc4nncn4C)cc3)c2c1
6	COc1ccccc1CN(C)C(=O)c1ccc(COc2ccccc2)cc1
7	O=C(Cc1cccs1)Nc1cccc(-c2nc3ccccc3[nH]2)c1
8	COc1ccccc1CCNC(=O)C(=O)NCC1OCCN1S(=O)(=O)c1ccc(Br)cc1 (configuration not stated)
9	Nc1nc(SCc2ccc3c(c2)OCCO3)n[nH]1
10	COc1cc2cc(C)c(SCC(=O)N3CCOCC3)nc2cc1OC

screen / no.	1	2	3	4	5	6	7	8	9	10
Nrf2 block	?	-7%	-26%	3%	15%	?	11%	0%	19%	-9%
A549 viability	0%	5%	1%	15%	0%	10%	-13%	2%	-4%	-13%
Nrf2 ARE act	-0.9%	0.5%	1.5%	-0.1%	2.5%	1.7%	2.4%	0.4%[9.22 µM]	3.0%	0.4%
ATXN2 expr inh	nt	2%	?	-4%	1%	-16%	26%	-3%	25%	5%
ATXN viability	?	i	i	i	i	i	i	i	i	i
MCF10A rereplic	?	1%	?	-4%	1%	?	0%	?	0%	4%
TGFb SMAD3 inh	-3%	-1%	?	13%	-12%	?	8%	?	-14%	26%
EPAC2 antagonist	3%	-10%	-7%	-4%	2%	-2%	-11%	3%	-4%	-2%
HepG2 tox	-2%	5%	-6%	-5%	-1%	-9%	10%	-2%	-15%	-1%

11	CC(C)Oc1cc(NC(=O)CS(=O)CC(=O)Nc2cccc(C(F)(F)F)c2)c(Cl)cc1Cl (configuration not stated)
12	CCOC(=O)c1sc2ccc(S(=O)(=O)N3CCOCC3)cc2c1N
13	CC(C)N1CCC(N2CCN(CC#Cc3ccccc3)CC2CCO)CC1 (configuration not stated)
14	O=C(OC1CCOC1=O)c1cc(-c2ccc(Br)cc2)nc2ccccc12 (configuration not stated)
15	CCCc1cc(=O)[nH]c(SCc2cc(Cl)ccc2OC(F)F)n1
16	NS(=O)(=O)c1ccc(NC(=O)/C=C/c2ccc3c(c2)OCO3)cc1
17	O=C(NNC(=S)NC(=O)c1cccc([N+](=O)[O-])c1)c1ccc(Br)cc1
18	Cc1ccc(OCCn2c(CNc3cccc(C)c3)nc3ccccc32)cc1
19	CC(CN1CCOCC1)OC(=O)C(c1ccccc1)c1ccccc1 (configuration not stated)
20	O=C(CSc1nncs1)Nc1nnc(-c2ccccc2)o1

screen / no.	11	12	13	14	15	16	17	18	19	20
Nrf2 block	?	nt	11%	-13%	2%	-12%	-6%	-6%[9.27 µM]	?	4%
A549 viability	?	-5%	-2%	-13%	-2%[1.84 µM]	-1%	0%	-3%	2%	0%
Nrf2 ARE act	0.3%	-0.5%	0.5%	-0.3%	2.8%	0.0%	2.5%	7.2%	-0.9%	-0.4%
ATXN2 expr inh	-22%	-1%	-2%	12%	0%	-30%	?	-16%	1%	2%
ATXN viability	i	i	i	i	i	?	i	i	i	i
MCF10A rereplic	3%	-2%	-43%[inhibitor]	24%	2%	18µM*	10%	nt	1%	3%
TGFb SMAD3 inh	11µM*	18%	17%	34%[activator]	?	15%	-16%	13µM*	-12%	0%
EPAC2 antagonist	?	0%	-4%	-9%	9%	9%	-2%	nt	1%	12%
HepG2 tox	-114%	-9%	0%	-21%	-31%	7%	-11%	-35%	6%	2%

One compound at a time (already shown):
`O=C(CSc1nncs1)Nc1nnc(-c2ccccc2)o1` in the list: Nrf2 block: 4%; A549 viability: 0%; Nrf2 ARE act: -0.4%; ATXN2 expr inh: 2%; ATXN viability: i; MCF10A rereplic: 3%; TGFb SMAD3 inh: 0%; EPAC2 antagonist: 12%; HepG2 tox: 2%
`CC(CN1CCOCC1)OC(=O)C(c1ccccc1)c1ccccc1` (configuration not stated) in the list: Nrf2 block: ?; A549 viability: 2%; Nrf2 ARE act: -0.9%; ATXN2 expr inh: 1%; ATXN viability: i; MCF10A rereplic: 1%; TGFb SMAD3 inh: -12%; EPAC2 antagonist: 1%; HepG2 tox: 6%

Remaining list, next part
21	COc1cccc(/C=C/C(=O)Nc2ccc(C(=O)Nc3cccc(S(N)(=O)=O)c3)cc2)c1OC
22	CCOc1ccccc1NC(=O)N1CCCC1C(=O)NCc1ccco1 (configuration not stated)
23	COc1ccc(C2C(C(=O)NCc3cccnc3)c3ccccc3C(=O)N2C)cc1OC (configuration not stated)
24	Cc1cc2c(cc3c(SCc4cccc(F)c4)nnc(C)n32)o1
25	Cc1cc2cc(CNC(=S)NC3CCCCC3)ccc2n1C
26	COc1cccc(CNC(=O)c2c(O)nc3ccccn3c2=O)c1
27	O=[N+]([O-])c1ccccc1/C=C/C=N/n1c(-c2cc(-c3ccccc3)n[nH]2)n[nH]c1=S
28	CCOc1ccc(CN(C)c2ccc(S(=O)(=O)N3CCN(C)CC3)cc2[N+](=O)[O-])cc1OC
29	Cc1cccc(NC(=O)c2ncn3c2C(=O)N[C@H](C)C3)c1
30	CCCCNC(=O)c1cc(-c2ccc(OC)cc2)on1

screen / no.	21	22	23	24	25	26	27	28	29	30
Nrf2 block	-4%	5%	?	14%	-6%	?	-17%	16µM*	nt	nt
A549 viability	3%	16%	0%	0%	9%	-2%	4%	-4%	nt	1%
Nrf2 ARE act	3.2%	5.6%	3.0%	14%	0.7%	-0.5%	8.1%	2.2%	3.1%	5.3%
ATXN2 expr inh	1%	1%	24%	nt	nt	-1%	-38%	-34%	-6%	15%
ATXN viability	i	i	i	nt	i	i	i	i	i	i
MCF10A rereplic	1%	5%	5%	nt	29%	nt	?	?	nt	1%
TGFb SMAD3 inh	2%	7%	10%	nt	-30%	3%	-19%	?	-15%	0%
EPAC2 antagonist	-2%	-4%	3%	nt	-3%	nt	1%	0%	7%	15%
HepG2 tox	-16%	-6%	-1%	-35%	-19%	0%	-20%	-2%	-8%	-15%

31	CCn1c(C(C)NC(=O)c2cccc(C)c2)n[nH]c1=S (configuration not stated)
32	O=C(c1ccco1)N1CCN(C(c2ccccc2)c2nnnn2Cc2cccs2)CC1 (configuration not stated)
33	COc1ccccc1-c1noc(-c2ccc(NCc3cccnc3)c([N+](=O)[O-])c2)n1
34	CC(NC(=O)c1ccc(Cn2c(SCc3ccccc3)nc3cccnc32)cc1)c1ccccc1 (configuration not stated)
35	O=C(CCl)N(Cc1ccccc1)c1ccccc1
36	Cc1ccc(N=Nc2c(C)[nH]n(-c3ccccc3)c2=O)cc1Br
37	Cc1cccc(N2CC(C(=O)O)CC2=O)c1C (configuration not stated)
38	CCCN1C(=O)C2(/C(=C(\O)c3ccc4c(c3)OCCO4)C(=O)C(=O)N2CCCOC)c2ccccc21 (configuration not stated)
39	Cc1ccc2c(c1)N(S(=O)(=O)c1ccc(CN3C(=O)c4cccnc4C3=O)s1)CCO2
40	O=C(CSc1ncnc2ccccc12)NCCc1ccccc1

screen / no.	31	32	33	34	35	36	37	38	39	40
Nrf2 block	-8%	-26%	18%	2%	-9%	2%	-5%	1%	?	?
A549 viability	-7%	1%	-3%	6%	1%	0%	-7%	1%	11%	1%
Nrf2 ARE act	0.0%	-0.7%	11%	0.9%	?	3.9%	-0.3%	-0.4%	-0.3%	0.0%
ATXN2 expr inh	-8%	-2%	2%	1%	0%	nt	-4%	1%	-4%	10%
ATXN viability	i	i	i	i	i	i	i	i	i	i
MCF10A rereplic	2%	-5%	nt	nt	16µM*	-4%	4%	1%	-1%	-4%
TGFb SMAD3 inh	0%	-9%	-22%	0%	13µM*	-2%	-2%	0%	10%	3%
EPAC2 antagonist	6%	1%	nt	nt	-22%	-10%	0%	7%	-11%	1%
HepG2 tox	2%	-1%	-16%	-29%	13µM*	-9%	11%	-1%	3%	-3%

41	O=C(NCc1ccccc1)c1cccc(NS(=O)(=O)c2cccc3cccnc23)c1
42	O=S(=O)(NCC(c1ccco1)N1CCN(c2ccccc2)CC1)c1cc(F)ccc1F (configuration not stated)
43	CC1=Nc2cc(C(=O)N3CCC(C)CC3)ccc2Sc2ccc(Cl)cc21
44	CCN(CC)S(=O)(=O)c1ccc(C(=O)Nc2cc(C)cc(C)c2)cc1
45	Cc1cc(N2CCN(c3ccccn3)CC2)n2cc(-c3ccccc3)nc2n1
46	Cc1cc(C)c(S(=O)(=O)c2cc(F)ccc2C)c(=O)[nH]1
47	CC(=O)C1=C(C)NC(=O)CC1c1ccc(Br)cc1 (configuration not stated)
48	CCNCc1cc(Br)c(OCC(=O)Nc2ccccc2)c(OC)c1
49	COCCCn1c(=O)/c(=C\c2ccccc2OC(F)F)s/c1=C(/C#N)C(N)=O

screen / no.	41	42	43	44	45	46	47	48	49
Nrf2 block	-9%	nt	16µM*	?	-8%	3%	-2%	-10%	-3%
A549 viability	3%	6%	-11%	-16%	nt	0%	-3%	-1%	2%
Nrf2 ARE act	-0.1%	3.4%	-0.7%	-0.5%	2.1%	-0.6%	0.3%	0.1%	?
ATXN2 expr inh	3%	nt	-24%	6%	-6%	-7%	8%	nt	-9%
ATXN viability	i	nt	?	i	i	i	i	nt	i
MCF10A rereplic	1%	nt	nt	1%	13%	2%	?	1%	?
TGFb SMAD3 inh	0%	-18%	?	15%	-6%	8%	-13%	0%	-4%
EPAC2 antagonist	-5%	nt	nt	?	6%	1%	-4%	9%	-1%
HepG2 tox	8%	-20%	-18%	-10%	-27%	-1%	-17%	-36%	-13%

Source: PubChem BioAssay (National Center for Advancing Translational Sciences (NCATS))
